E-selectin induc = induces E-selectin expression in human endothelial cells | P16581 | HUVEC E-selectin immunofluorescence imaging; normalized: neutral wells 0, TNF-alpha wells 100 | activation, % at 7.58 µM | actives 0.37% (n = 260,000);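 active = mean E-selectin-positive cell signal at least 10% of the positive control, reached in at least 60% of replicates, without over 20% cell loss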;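 also: in these data hits start at about 27%; measured in HUVEC primary endothelial cells; signal is the percent of cells scored E-selectin positive by PE staining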
Target sequence (P16581 whole entry, looked up): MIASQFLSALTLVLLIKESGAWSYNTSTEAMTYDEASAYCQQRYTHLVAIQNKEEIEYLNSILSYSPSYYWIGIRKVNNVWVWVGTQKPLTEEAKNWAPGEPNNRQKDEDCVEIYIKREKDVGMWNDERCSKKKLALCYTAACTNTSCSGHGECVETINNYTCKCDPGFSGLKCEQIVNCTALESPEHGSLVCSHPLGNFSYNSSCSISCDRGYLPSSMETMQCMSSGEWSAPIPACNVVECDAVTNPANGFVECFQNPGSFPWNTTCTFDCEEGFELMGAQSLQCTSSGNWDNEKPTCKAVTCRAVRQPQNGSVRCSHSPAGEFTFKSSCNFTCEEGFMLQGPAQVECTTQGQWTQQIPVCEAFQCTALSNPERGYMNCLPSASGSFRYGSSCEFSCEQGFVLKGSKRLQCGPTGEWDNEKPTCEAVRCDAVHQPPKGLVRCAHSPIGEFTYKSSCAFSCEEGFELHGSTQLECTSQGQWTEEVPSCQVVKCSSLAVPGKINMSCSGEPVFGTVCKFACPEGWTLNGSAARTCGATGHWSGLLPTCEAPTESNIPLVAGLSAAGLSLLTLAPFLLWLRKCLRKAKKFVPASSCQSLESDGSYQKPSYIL
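Test system – human umbilical vein endothelial cells (HUVEC), E-selectin induction · Input – 3,000 HUVEC seeded per well · Buffer or medium – EGM-2, gelatin · Compound dosing – single-point compound dose · Detection – immunofluorescence imaging · Measure – percent E-selectin-positive cells · Controls – TNF-alpha high, DMSO low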
RAD54 inh = RAD54 (human) branch migration inhibition; inhibition, % at 10.4 µM; actives 0.14% (n = 360,000); AID 602329; Q92698; RAD54 Holliday junction branch migration, FAM/BHQ fluorescence;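 active = mean normalized replicate activity at least 40 and at least half of replicates scoring 40 or more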;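 also: 0% = median of neutral control wells and 100% = median of positive control wells; inhibitors cause a drop in the FAM fluorescence signal; in these data hits start at about 50%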
RAD52 anneal inh = inhibitors of human RAD52 DNA annealing; recombinant RAD52 DNA annealing, FRET fluorescence; inhibition, % at 18.7 µM; actives 0.46% (n = 360,000); AID 651710;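 active = every replicate showing at least 50% inhibition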
FN deposition inh = fibronectin deposition inhibition; AH1F fibroblasts, Alexa488-fibronectin deposition fluorescence, overnight; inhibition, % at 12.6 µM; actives 0.086% (n = 350,000); AID 743247;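 active = mean inhibition across replicates of 30% or more, regardless of how many single replicates reach that level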;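 also: positive control wells lacked labelled fibronectin entirely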
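Material: AH1F fibroblast monolayer depositing Alexa488-labelled fibronectin into matrix | Input: 10000 AH1F cells/well | Medium: DMEM plus 2% serum, read in PBS | Reagent: Alexa488-fibronectin, 24 nM final in well | Compound dosing: One dose per compound, pinned | Schedule: 1 h adhesion, overnight exposure | Measured by: Fluorescence at 485 nm excitation, 525 nm emission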
Xi reactivation = activators of X-chromosome reactivation in mouse fibroblasts; XiGFP mouse fibroblasts, % GFP-positive cells imaging, 3 d; cells co-treated with 5-aza-dC sensitizer; scaled so ellipticine positive control = 100%; activation, % at 7.58 µM; actives 0.055% (n = 360,000); AID 743238;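 active = mean normalized replicate activation at least 10% and every replicate at or above 10%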;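 also: 0% = median of on-plate neutral control wells and 100% = ellipticine 6 µM median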
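Material: XiGFP fibroblasts, SV40-immortalized; Buffer or medium: DMEM containing 5-aza-dC; Compound dosing: single point; Times: 3 days compound exposure.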
EWS-Fli inh = blocks EWS/Fli oncoprotein-driven transcription; A673 NR0B1-luciferase reporter, viability-normalised; inhibition, % at 12.6 µM; actives 0.67% (n = 350,000);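 active = mean inhibition of at least 50% after viability correction, with every replicate also passing that limit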;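 also: firefly luciferase signal divided by Alamar Blue viability fluorescence both relative to DMSO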
S100A4 MyoIIA = S100A4-myosin IIA interaction inhibition; S100A4/TAMRA-MyoIIA peptide fluorescence polarization; actives 0.14% (n = 360,000); inhibition, % at 10.7 µM; P26447;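 active = mean inhibition of at least 70% across replicates, with every replicate also reaching that level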
Target sequence (P26447 whole entry, looked up): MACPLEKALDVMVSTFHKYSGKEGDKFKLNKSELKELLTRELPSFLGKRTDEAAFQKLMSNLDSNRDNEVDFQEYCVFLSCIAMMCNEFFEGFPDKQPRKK
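Compound dosing: one dose per compound; test system: human S100A4 monomer with TAMRA-labelled myosin IIA peptide; probe or stimulus: TAMRA-labelled myosin IIA heavy-chain peptide probe, 5 nM; medium: HEPES buffer with Ca2+, pH 7.2; schedule: 5 min incubation before reading; benchmarks: neutral control DMSO, positive control TFP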
esBAF inh = inhibitors of esBAF chromatin remodeling in mouse ES cells; Bmi1-luciferase knock-in reporter, 24 h; 100% = twice the neutral-well signal; reporter increase, % at 12.5 µM; actives 2% (n = 350,000); in the data active = activation above about 40%;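 also: 0% = median of the plate's neutral control wells and 100% = double that signal; a rise in the Bmi1 reporter signal indicates esBAF inhibition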
An asterisk follows results filed as active; / = not tested or not shown; & = joins results of further samples. This is a random part of the collection. Share with any hit: about 3%.

SMILES	E-selectin induc	RAD54 inh	RAD52 anneal inh	FN deposition inh	Xi reactivation	EWS-Fli inh	S100A4 MyoIIA	esBAF inh
CN1C(=O)c2cc(NC(=O)c3cccc(F)c3)ccc2OC[C@@H]2O[C@@H](CC(=O)NCc3ccccc3)CC[C@@H]21	0.2	4.1	/	-6.7	0.2	13.7	/	11.3
Cc1ccc(S(=O)(=O)N(C)C[C@H]2Oc3ccc(N(C)C)cc3CC(=O)N([C@@H](C)CO)C[C@@H]2C)cc1	-0.1	-10.6	13.8	6.4	-0.1	-7.2	2.2	2.7
CCCCN(C)C(=O)c1ccc2c(c1)N(CC)C(=O)c1ccccc1S2(=O)=O	1.3	1.1	1.9	12.2	0.0	4.2	-2.4	0.3
C#Cc1ccc([C@H]2C=C(C(=O)N3CCOCC3)O[C@@H](OCc3ccc(CO)cc3)C2)cc1	-0.1	-0.1&6.1	2.8&-69.4	/	0.9	9.7&10.9	5.7&-2.3	-2.6
CCN1C(N(C)CCc2cccs2)=N[C@@H](c2ccccc2)C(C(=O)OC)=C1C	0.1	-3.2	-2.5	/	0.8	8.3	-6.9	-3.9
CCC(=O)N1CCc2cc(S(=O)(=O)CCC(=O)N(C)c3ccc(OC)cc3OC)ccc21	-0.1	6.9	-13.4	3.9	0.0	/	-4.3	-8.3
O=C(C1CCN(CCCc2ccccc2)CC1)N(CCc1ccccc1)Cc1ccccc1	/	8.5	/	5.7	0.0	/	/	-9.7
COC(=O)c1c(N)[nH]c(C(=O)c2ccccc2)c1-c1ccc(Cl)cc1	-0.2	/	-5.3	3.3	0.0	-0.8	-6.9	/
O=C(CCC(=O)N1CCCCC1)Nc1ccc(Cl)c(Cl)c1	1.8	-0.8	-11.0	-1.8	-0.1	/	4.3	-5.4
O=C(C1CCC1)N1CCN(c2cccc(C(F)(F)F)c2)CC1	1.0	-7.7	-10.9	-4.3	0.0	1.1	-0.2	0.8
O=C(NCCN1C(=O)S/C(=C\c2cccs2)C1=O)c1ccco1	4.3	/	-11.6	0.2	-0.1	-6.6	0.0	/
Cc1ccc(F)cc1NC(=O)Cc1ncc(C(F)(F)F)cc1Cl	/	-4.8	-9.3	-0.6	/	/	4.1	-3.7
CCC(=O)N[C@H]1CC[C@@H](CC(=O)NCCN2CCCCC2)O[C@H]1CO	-0.4	-5.0	3.1	-10.8	-0.3	2.0	-3.2	-6.6
CCOC(=O)c1c(NC(=O)c2ccc(N3C(=O)[C@@H]4[C@H](C3=O)[C@H]3C=C[C@@H]4C3)cc2)sc2c1CC(C)CC2 (some centres not stated)	0.0	/	-8.4	-3.7	-0.1	-19.9	-3.1	/
Cc1ccc(S(=O)(=O)Nc2cccc3c2O[C@@H](CN(C)C)[C@@H](C)CN([C@H](C)CO)C3=O)cc1	0.0	-1.3	6.4	0.9	0.1	0.1	-4.1	-4.0
C[C@H](NC(=O)C[C@H]1C=C[C@H](NC(=O)C2CC2)[C@@H](CO)O1)c1ccccc1	0.3	4.5	-2.2	-4.0	0.0	0.8	-0.2	-1.0
CC(C)C[C@H]1CN([C@@H](Cc2ccccc2)CN2CCC[C@@H]2CN2C(=O)C(=O)NC[C@@H]2Cc2ccc(O)cc2)C(=O)C(=O)N1CC1CCCCC1	-0.1	-5.7	-7.4	-13.0	0.3	5.0	0.1	2.8
CCNS(=O)(=O)c1ccc(CCC(=O)N2CCCC2)cc1	/	-0.4	11.2	4.8	0.1	1.1	6.7	-4.9
C[C@@H]1CN([C@@H](C)CO)C(=O)Cc2cc(NC(=O)CCC(F)(F)F)ccc2O[C@H]1CN(C)Cc1ccc(C(=O)Nc2ccccc2N)cc1	/	-3.9	19.8	-2.1	-0.1	38.2	17.8	-4.0
Cc1sc(NC(=O)c2cccs2)c(C(=O)OC(C)C)c1C	-0.6	-5.1	/	-1.6	/	/	/	12.1
O=C(C[C@@H]1CC[C@@H]2NC[C@H](O)COC[C@H]2O1)NCc1ccc2c(c1)OCO2	-0.1	-1.1	-4.9	-7.9	0.1	-8.5	-3.4	2.2
O=NN(CCCl)C(=O)NCCc1cccc[n+]1[O-]	0.1	-2.3	-13.4	0.4	-0.1	-10.4	-3.3	-4.1
N#C[C@H]1[C@H](c2ccc(-c3cccc(F)c3)cc2)[C@H](CO)N1c1nc(-c2ccccc2)cs1	-0.2	9.0	-49.0	8.4	0.0	-9.4	5.4	-0.5
CC(C)(C)c1ccc(/C=N/NC(=O)C2CCCC2)cc1	-0.1	3.0	-7.1	-2.7	0.0	/	9.0	55.5*
CCN(CC(=O)Nc1ccc2c(c1)OCCO2)C(=O)c1cc(Cl)nc2ccccc12	-0.7	4.0	-9.0	-1.6	0.0	-5.6	-6.8	0.7
CCN1CCN(c2nc(Nc3cccc(OC)c3)nc(N)c2[N+](=O)[O-])CC1	-0.2	16.6	0.4	7.7	0.0	-10.4	-2.3	1.9
COc1ccc(S(=O)(=O)Nc2ccccc2OC)cc1NC(=O)CC1CC2CCC1C2 (configuration not stated)	-0.5	-0.7	/	3.1	-0.2	/	/	/
CCC(C)(C)N(C(=O)CCC(=O)Nc1cc(C)on1)C(C(=O)NC(C)(C)C)c1ccc(OC)cc1 (configuration not stated)	/	-2.8	-9.8	-2.2	0.1	-7.4	-4.9	5.7
CC(C)(C)C(=O)Nc1nnc(SCC(=O)Nc2nccs2)s1	/	-4.6	-5.4	6.2	0.3	1.5	1.4	-3.6
Cc1cc(NC(=O)c2ccc3c(c2)C(=O)N(c2cccc(C)c2C)C3=O)no1	/	5.4	-6.6	2.6	0.5	/	-4.0	-1.2
N#C[C@H]1[C@H](c2ccc(C#Cc3ccc(F)cc3)cc2)[C@H](CO)N1C(=O)C1CCC1	-0.7	10.8	-83.0	17.0	0.3	-36.3	6.2	8.5
COC(=O)C[C@@H]1CC[C@@H]2[C@H](COc3ccc(NS(=O)(=O)c4ccc(C)cc4)cc3C(=O)N2C)O1	0.0	6.8	4.8	3.2	0.1	-1.7	23.1	-5.2
O=C1NC(Cc2ccc(O)cc2)c2nc3ccc(Cl)cc3c(=O)n2-c2ccc(Cl)cc21 (configuration not stated)	0.3	/	0.2	-7.3	0.1	14.3	-1.0	/
C/C=C/c1ccc([C@H]2[C@@H](CO)N(C(=O)CC)[C@H]2CN(C)S(C)(=O)=O)cc1	-0.1	6.9	/	-13.0	0.2	-7.6	/	-0.5
CN(NC(=O)c1ccccc1)c1ncc(C(F)(F)F)cc1Cl	0.5	-0.6	-7.8	9.2	0.7	-6.6	-3.9	/
CCN(CC(=O)Nc1c(F)cccc1F)C(=O)c1cc(S(=O)(=O)N(C)C)ccc1N1CCCC1	/	-2.4	-44.7	-2.4	0.0	-1.5	-12.5	/
COc1ccc(-c2[nH]ncc2CN(C)Cc2cccnc2)c(OC)c1	/	-7.7	-19.0	0.0	0.6	8.4	3.5	-2.1
O=C1OCCN1c1c(-c2ccccc2)c(N2CCOCC2)nc2ccccc12	-0.1	7.0	/	-5.0	0.0	11.3	/	-1.9
Cc1ccc(S(=O)(=O)Nc2ccc3c(c2)CC(=O)N([C@H](C)CO)C[C@H](C)[C@H](CN(C)C(=O)Nc2cccc4ccccc24)O3)cc1	0.3	10.6	5.7	/	-0.5	23.4	5.7	4.8
N#Cc1c2c(c(Nc3ccc(F)cc3)n3c1nc1ccccc13)CCCC2	/	/	-13.9	/	0.2	4.2	-6.9	-9.3

One compound at a time, as listed above. Order of screens: E-selectin induc, RAD54 inh, RAD52 anneal inh, FN deposition inh, Xi reactivation, EWS-Fli inh, S100A4 MyoIIA, esBAF inh
CCN1CCN(c2nc(Nc3cccc(OC)c3)nc(N)c2[N+](=O)[O-])CC1 is entered as -0.2, 16.6, 0.4, 7.7, 0.0, -10.4, -2.3, 1.9
COc1ccc(S(=O)(=O)Nc2ccccc2OC)cc1NC(=O)CC1CC2CCC1C2 (configuration not stated) is entered as -0.5, -0.7, /, 3.1, -0.2, /, /, /
O=C(C[C@@H]1CC[C@@H]2NC[C@H](O)COC[C@H]2O1)NCc1ccc2c(c1)OCO2 is entered as -0.1, -1.1, -4.9, -7.9, 0.1, -8.5, -3.4, 2.2
N#C[C@H]1[C@H](c2ccc(-c3cccc(F)c3)cc2)[C@H](CO)N1c1nc(-c2ccccc2)cs1 is entered as -0.2, 9.0, -49.0, 8.4, 0.0, -9.4, 5.4, -0.5
COc1ccc(-c2[nH]ncc2CN(C)Cc2cccnc2)c(OC)c1 is entered as /, -7.7, -19.0, 0.0, 0.6, 8.4, 3.5, -2.1

Fetched by structure from above, 2 records:
SMILES	E-selectin induc	RAD54 inh	RAD52 anneal inh	FN deposition inh	Xi reactivation	EWS-Fli inh	S100A4 MyoIIA	esBAF inh
O=C1NC(Cc2ccc(O)cc2)c2nc3ccc(Cl)cc3c(=O)n2-c2ccc(Cl)cc21 (configuration not stated)	0.3	/	0.2	-7.3	0.1	14.3	-1.0	/
COc1ccc(-c2[nH]ncc2CN(C)Cc2cccnc2)c(OC)c1	/	-7.7	-19.0	0.0	0.6	8.4	3.5	-2.1

(further entries)
SMILES	E-selectin induc	RAD54 inh	RAD52 anneal inh	FN deposition inh	Xi reactivation	EWS-Fli inh	S100A4 MyoIIA	esBAF inh
COc1ccc(NC(=O)Nc2cccc3c2O[C@H](CN(C)C(=O)Nc2cccc4ccccc24)[C@H](C)CN([C@H](C)CO)C3=O)cc1	0.5	4.7	/	/	-0.2	2.3	/	5.0
O=C(C1CCC1)N1CCCCN2[C@H](CO)[C@@H](c3ccc(C#CC4(O)CCCC4)cc3)[C@@H]2C1	-0.2	1.8	/	/	0.1	-0.1	/	5.2
CCCC#Cc1ccc2c(c1)O[C@@H](CN(C)C(=O)C1CCCCC1)[C@@H](C)CN([C@@H](C)CO)S2(=O)=O	0.2	/	/	/	0.4	11.3	/	22.0
COc1ccccc1NC(=S)N1CCC(NC(=O)c2ccco2)CC1	2.2	/	-12.6	7.0	-0.7	8.3	4.4	/
CC(=O)NC1=NN(C(C)=O)C(C)(c2ccc(C)o2)S1 (configuration not stated)	/	/	-20.0	5.4	0.0	-2.5	-0.8	/
O=C(CN1C(=O)COc2ccc(S(=O)(=O)N3CCCC3)cc21)Nc1cccc(F)c1	/	-8.6	-15.7	11.2	0.0	-1.0	-3.9	3.3
CC(O)Cc1cn([C@@H](CCCCN)C(=O)N2CCNCC2)nn1 (some centres not stated)	/	6.0	-1.2	-0.1	0.0	2.2	-0.7	4.3
O=C(C[C@@H]1C[C@@H]2c3cc(NS(=O)(=O)c4ccc(F)cc4)ccc3O[C@@H]2[C@@H](CO)O1)NCc1ccccc1F	0.2	4.1	-2.1	5.8	0.0	7.0	-2.2	7.6
CCOc1ccc(-c2nc(-c3ccncc3)no2)cc1OCC	/	3.8	6.1	-2.4	/	/	1.6	/
Cc1ccc2c(c1)C(c1ccccc1)C(=O)O2 (configuration not stated)	/	-2.3	-12.3	8.3	0.0	18.8	-0.5	-5.8
Cc1cc(C(F)(F)F)nc(SCC(=O)Nc2nccs2)n1	/	-12.7	-8.7	7.5	-0.1	/	3.6	/
